Screens as filed in PubChem BioAssay.
Rpn11 block = Rpn11 (human) deubiquitinase inhibition; calls only at 20 µM; 0.59% of 360,000 active; human 26S proteasome, Ub4-pepOG fluorescence polarization; 20S core pre-blocked with epoxomicin; AID 588493; O00487;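 active = inhibition at 20 µM, scaled to each plate's controls, above about 33%, limit read from the data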
Target sequence (O00487 whole entry, looked up): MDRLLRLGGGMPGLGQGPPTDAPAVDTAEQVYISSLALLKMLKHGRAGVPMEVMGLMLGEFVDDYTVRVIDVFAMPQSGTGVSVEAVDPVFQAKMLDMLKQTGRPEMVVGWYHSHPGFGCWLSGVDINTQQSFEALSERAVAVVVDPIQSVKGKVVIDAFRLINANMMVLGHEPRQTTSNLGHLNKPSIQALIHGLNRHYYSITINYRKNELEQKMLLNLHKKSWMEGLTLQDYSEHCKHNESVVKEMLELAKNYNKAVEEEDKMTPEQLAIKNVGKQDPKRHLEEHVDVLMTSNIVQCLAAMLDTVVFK
bovine MsrA act = activates bovine MsrA enzyme; purified bovine MsrA, absorbance read-out; activation, % at 10.6 µM; 0.3% of 360,000 active; AID 602163; in the data active = activation above about 7.5%;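 also: 0% = vehicle and 100% = reference activator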
eLon inh = E. coli protease La inhibition; purified E. coli Lon protease, fluorescence polarization; inhibition, % at 7.94 µM; 0.42% of 360,000 active; AID 602123; in the data active = inhibition above about 13%, passing the limit was not always enough;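 also: 0% = enzyme with probe and DMSO and 100% = no enzyme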
Target sequence (P0A9M0 whole entry, looked up): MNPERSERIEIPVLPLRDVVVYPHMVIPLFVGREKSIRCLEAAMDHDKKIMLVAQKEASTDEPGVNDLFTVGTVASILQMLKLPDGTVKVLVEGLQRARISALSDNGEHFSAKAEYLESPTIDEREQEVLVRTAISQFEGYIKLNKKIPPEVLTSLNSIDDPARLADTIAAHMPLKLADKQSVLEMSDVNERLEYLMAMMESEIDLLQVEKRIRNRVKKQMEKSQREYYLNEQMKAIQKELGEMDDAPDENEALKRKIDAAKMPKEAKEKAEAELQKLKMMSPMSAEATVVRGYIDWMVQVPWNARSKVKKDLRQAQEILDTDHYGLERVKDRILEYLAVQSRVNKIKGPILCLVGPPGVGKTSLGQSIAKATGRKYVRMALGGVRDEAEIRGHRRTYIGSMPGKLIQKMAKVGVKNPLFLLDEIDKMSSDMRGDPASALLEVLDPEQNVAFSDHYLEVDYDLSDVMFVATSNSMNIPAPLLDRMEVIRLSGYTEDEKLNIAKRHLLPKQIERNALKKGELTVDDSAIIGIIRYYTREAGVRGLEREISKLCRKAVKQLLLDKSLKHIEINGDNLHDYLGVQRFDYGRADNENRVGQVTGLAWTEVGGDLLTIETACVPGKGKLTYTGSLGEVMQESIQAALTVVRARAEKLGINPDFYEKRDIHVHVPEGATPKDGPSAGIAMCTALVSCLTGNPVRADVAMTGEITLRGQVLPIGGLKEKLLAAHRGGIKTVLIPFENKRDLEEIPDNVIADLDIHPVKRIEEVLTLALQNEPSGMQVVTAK
MsrA inh = bovine MsrA inhibition; purified bovine MsrA, absorbance read-out; inhibition, % at 15.5 µM; 0.75% of 360,000 active; in the data active = inhibition above about 4.5%;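 also: 0% = vehicle wells with enzyme and 100% = reference inhibitor wells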
MT1-MMP act inh = MT1-MMP (human) activation inhibition; HT1080 RFP-PRO-GFP cells, GFP/RFP ratio fluorescence, overnight; percent of plate control window, DMSO zero; GFP/RFP ratio change, % at 20 µM; 0.061% of 360,000 active; AID 651647;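 active = GFP/RFP ratio change of at least 30% with cell ATP level not reduced by more than half and red fluorescence within 50% of control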; also: strong numbers were not always called active
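Assay system: HT1080 RFP-PRO-GFP cells. Benchmarks: DMSO vehicle wells and RFP-L50D-GFP reporter cell wells. Times: overnight cell settling, then overnight compound exposure, 37 °C, 5% CO2. Compound: 20 µM single dose, 1% DMSO. Read-out basis: GFP/RFP fluorescence ratio.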
FAS TE block = blocks the thioesterase domain of human fatty acid synthase; inhibition, % at 15 µM; recombinant FAS-TE, OMFH fluorogenic substrate, fluorescence endpoint; P49327; 0.67% of 360,000 active;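 active = compounds whose normalised, plate-corrected inhibition of enzyme fluorescence in the single-dose primary screen is 50% or more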;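 also: 0% = DMSO with enzyme and 100% = substrate without enzyme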
MLLE-PAM2 inh = blocks PAM2 peptide binding to the PABP1 MLLE domain; P11940; 0.36% of 360,000 active; AID 588489; inhibition, % at 20 µM; GST-MLLE / FITC-PAM2 fluorescence polarization; in the data active = inhibition above about 35%, passing the limit was not always enough;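 also: plate controls were DMSO wells with GST-MLLE for no effect and wells lacking GST-MLLE protein for full effect; some results filed as inactive read as strong as hits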
Rin1-Abl PPI inh = human Rin1-Abl interaction inhibition | P00519+Q13671 | TR-FRET Rin1/Abl binding, biochemical | inhibition, % at 7.35 µM | 0.4% of 360,000 active | AID 588664; in the data active = inhibition above about 5%, passing the limit was not always enough
CSN deneddyl inh = CSN deneddylation inhibition | 0.38% of 360,000 active | inhibition, % at 12.5 µM | Purified CSN, SCF-Nedd8-OG deneddylation, fluorescence polarization | AID 651999;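 active = pattern-corrected inhibition above about 35%, with an unprinted fluorescence ratio check between 0.5 and 1.5, limit read from the data, passing the limit was not always enough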;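 also: 0% = enzyme with substrate and 100% = substrate without enzyme; some results filed as inactive read as strong as hits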
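Assay system: HEK293T-derived human Csn5 enzyme; quantity: 0.24 nM enzyme; medium: Tris/NaCl/DTT buffer, pH 7.5; also added: substrate SCFSkp2-Nedd8OG, 10 nM; doses: 12.5 µM compound; schedule: 90 min reaction at room temperature; signal: FP; read-out: % inhibition of substrate cleavage by Csn5; benchmarks: substrate-only high control, full reaction low control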
* = called active by the depositor; i = inactive; . = no result given. Random draw from the library (roughly 3.7% active in at least one column).

SMILES | Rpn11 block | bovine MsrA act | eLon inh | MsrA inh | MT1-MMP act inh | FAS TE block | MLLE-PAM2 inh | Rin1-Abl PPI inh | CSN deneddyl inh
O=C(NCc1ccco1)C1CCCN1C(=O)Nc1ccc(Cl)cc1 (configuration not stated) | i | 0.0 | 5.2 | -0.4 | -5.0 | -1.5 | 8.1 | 1.3 | 5.5
COC(=O)[C@]12CCCCC=C1N(CCC1=CCCCC1)C(=O)[C@H](CC(=O)NCC13CC4CC(CC(C4)C1)C3)C2 | . | 0.1 | -7.9 | -1.1 | -15.6 | 6.0 | . | . | -2.0
COc1ccc(-c2cc(CNC(=O)CCl)on2)cc1 | i | -0.7 | -0.8 | -0.6 | 3.4 | 1.7 | -16.3 | -0.5 | -8.4
CC(C)Nc1ncnc2c1ncn2[C@H]1CN(CCN2CCOCC2)C[C@@H](CO)O1 | i | -10.3 | -1.4 | -1.0 | 11.0 | -7.8 | 10.1 | 3.3 | 2.5
Cc1ccc(-c2c(C(=O)NCc3ccccc3)oc(=O)c3ccccc23)cc1 | i | -1.1 | -4.3 | -0.5 | 1.3 | 14.0 | -11.2 | 0.1 | -14.1
O=C(CC1SC(=Nc2ccccc2)N(CCc2ccccn2)C1=O)Nc1ccc(F)cc1 (configuration not stated) | i | -12.8 | 1.8 | 0.4 | -2.5 | 20.9 | 8.2 | 5.0 | 3.8
O=C(COC(=O)c1c(Cl)cccc1Cl)Nc1cc(Cl)ccc1Oc1ccccc1 | i | -12.3 | 0.7 | 0.4 | -2.8 | 14.2 | 1.4 | 1.0 | 0.8
CC(OC(=O)c1ccncc1)C(=O)Nc1ccc([N+](=O)[O-])cc1Cl (configuration not stated) | i | -0.6 | 8.2 | 1.1 | -0.6 | 6.4 | 3.4 | 4.3 | 5.4
O=C(N[C@@H](Cc1ccccc1)C(=O)OCc1ccccc1)c1nc[nH]c1C(=O)NC1CCNCC1 | i | -1.5 | 3.0 | 1.2 | 0.1 | -9.2 | 11.0 | -3.4 | 0.5
CC(c1ccccc1)C1CC(=O)N(c2cc(Cl)ccn2)C1=O (configuration not stated) | i | -2.6 | 1.4 | 0.2 | -1.0 | -0.6 | 14.4 | -1.2 | 0.9
O=C(Cc1cccs1)Nc1cccnc1 | i | -1.6 | 2.8 | -1.1 | -2.5 | -9.1 | -6.1 | 0.6 | 3.2
Cn1ncc2c(N3CCN(c4ccccc4F)CC3)ncnc21 | i | -7.7 | -9.1 | -0.7 | -1.8 | -2.2 | -24.6 | 0.1 | -6.0
CCN1CC(CN(C)Cc2nc(-c3ccc(Cl)cc3)no2)CC1=O (configuration not stated) | i | -3.0 | 8.6 | -0.8 | -3.1 | -3.9 | 3.4 | -1.3 | 1.8
COCc1c(C(=O)N(C)Cc2ccccc2N2CCCC2)oc2ccccc12 | i | -4.6 | -13.9 | -1.3 | -4.4 | 6.8 | -2.8 | -3.2 | -0.9
COc1ccccc1OC[C@H](O)CO | i | -4.7 | -13.1 | 0.6 | -2.3 | -2.0 | -5.3 | 0.2 | -2.0
Cc1ccc(-c2noc(C3CCCN(C(=O)c4ccc(F)cc4F)C3)n2)cc1 (configuration not stated) | i | -2.5 | 6.0 | -0.8 | -1.2 | 4.4 | 6.2 | 1.9 | -10.6
COc1cc(O)c(C(CC(=O)N2CCCC2)c2cc(OC)c(OC)c(OC)c2)c(OC)c1 (configuration not stated) | i | 1.7 | 10.6 | -0.4 | 2.2 | -9.8 | -3.2 | 2.0 | -1.9
CCOc1ccc(-n2c(SCC(=O)NCc3ccco3)nc3c([nH]c4ccccc43)c2=O)cc1 | i | -2.2 | -5.8 | -0.1 | -10.7 | -7.9 | -5.7 | 0.1 | 3.2
O=C(O)C1CCCCC1C(=O)Nc1ccc(S(=O)(=O)N2CCCCC2)cc1 (configuration not stated) | i | -4.1 | 6.9 | 0.5 | 0.0 | -2.9 | 15.6 | 6.2 | 1.9
O=C(Nc1ccc(Cl)cc1Cl)N1CCN(c2ncccn2)CC1 | i | -2.8 | 2.6 | 0.9 | 0.0 | -0.7 | 1.1 | -1.0 | -7.3

Single records (already shown). Order of values: Rpn11 block | bovine MsrA act | eLon inh | MsrA inh | MT1-MMP act inh | FAS TE block | MLLE-PAM2 inh | Rin1-Abl PPI inh | CSN deneddyl inh
Record of `CC(C)Nc1ncnc2c1ncn2[C@H]1CN(CCN2CCOCC2)C[C@@H](CO)O1` : i | -10.3 | -1.4 | -1.0 | 11.0 | -7.8 | 10.1 | 3.3 | 2.5
Record of `Cn1ncc2c(N3CCN(c4ccccc4F)CC3)ncnc21` : i | -7.7 | -9.1 | -0.7 | -1.8 | -2.2 | -24.6 | 0.1 | -6.0
Record of `O=C(Cc1cccs1)Nc1cccnc1` : i | -1.6 | 2.8 | -1.1 | -2.5 | -9.1 | -6.1 | 0.6 | 3.2

(listing goes on)
SMILES | Rpn11 block | bovine MsrA act | eLon inh | MsrA inh | MT1-MMP act inh | FAS TE block | MLLE-PAM2 inh | Rin1-Abl PPI inh | CSN deneddyl inh
COc1ccc(CN2C=C3C(=O)C(C)(OC(=O)CCc4ccccc4)C(=O)C=C3C=C2c2ccc(C#N)cc2)cc1 (configuration not stated) | i | -2.5 | -4.7 | 0.5 | -6.6 | 7.5 | -34.9 | 0.3 | 1.4
COc1ccc(C)cc1NC(=O)C1CCCN(S(=O)(=O)c2cccnc2)C1 (configuration not stated) | i | -0.1 | -7.1 | 1.4 | -2.0 | -1.6 | -2.2 | 0.4 | -1.8
CC(C)n1c(=O)c2ccccc2n1Cc1cn(-c2ccccc2)nn1 | i | 0.6 | 8.5 | 1.7 | 1.3 | -5.0 | -1.3 | 2.2 | -5.5
COC(=O)C1=C(C)NC(C)=C(C(=O)OC)C1c1ccc(OC(=O)c2oc3ccccc3c2C)c(OC)c1 | i | -3.8 | -1.7 | -1.3 | 2.5 | 52.4* | 3.1 | -1.7 | -4.7
COc1ccc(S(=O)(=O)N2CC(C(=O)O)Oc3ccc(Cl)cc32)cc1 (configuration not stated) | i | -1.0 | -6.4 | 0.1 | 1.5 | -22.6 | 7.2 | 3.8 | 8.2
O=C(NCC1OCCCN1S(=O)(=O)c1cc(F)ccc1F)C(=O)NC1CCCCCC1 (configuration not stated) | i | -3.3 | -5.9 | 0.1 | -1.6 | -1.8 | -0.6 | -2.7 | -1.8
Nc1cccc(C(=O)OCC(=O)c2ccccc2)c1 | i | -3.0 | -11.5 | -0.3 | 2.1 | -8.0 | -4.7 | -4.7 | -12.3
CCOC(=O)/C(C#N)=N\Nc1ccc(S(=O)(=O)Nc2nc(C)cc(C)n2)cc1 | i | -7.8 | -0.4 | -0.3 | -1.8 | -11.4 | 2.7 | -3.0 | -11.1
C=CCC(CC(O)COCCC)C(=O)NNC(=S)Nc1ccccc1 (configuration not stated) | i | 0.3 | -7.1 | -1.5 | 0.1 | -3.6 | 2.6 | 0.5 | 6.9
O=C(CCN1C(=O)c2ccccc2C1=O)NCCN1CCOCC1 | i | -0.9 | -5.5 | -0.1 | 3.7 | -10.5 | 5.6 | 2.7 | 4.0
CC(=O)NC(Cc1ccccc1)C(=O)NC1CCN(C(=O)NCc2ccccc2)CC1 (configuration not stated) | i | -5.4 | 11.8 | 1.1 | -1.5 | -4.0 | -3.1 | 0.1 | 4.6
CC1CC(C)CN(CCCNC(=O)CN2C(=O)CSc3ccc(S(=O)(=O)N4CCOCC4)cc32)C1 (configuration not stated) | i | 6.4 | -2.0 | 0.2 | 0.5 | -8.1 | 2.5 | -0.8 | -2.6
CCn1c(SCC(=O)NC2CCCC2)nnc1-c1ccco1 | i | -0.5 | 0.7 | 1.4 | -0.6 | -5.3 | 20.7 | -1.1 | 1.1
COc1ccc(S(=O)(=O)NCC(=O)N(CC(=O)NCc2ccco2)Cc2ccc(F)cc2)cc1 | i | -1.9 | -10.4 | -1.5 | 2.1 | 3.5 | 7.5 | -1.9 | -2.0
O=S1(=O)CC(N2CCSCC2)CN1Cc1cn(Cc2ccccc2)nn1 (configuration not stated) | . | -2.5 | -3.7 | -0.2 | 4.0 | -6.2 | . | . | -3.0
COCCN(C(=S)Nc1ccccc1OC)C1CCN(C(C)C)CC1 | i | -6.6 | 0.0 | -0.7 | -0.4 | -5.0 | 3.9 | 1.2 | -3.6
CCOC(=O)C(C)NC(=O)CCc1nnc2ccc(N3CCCCC3)nn12 (configuration not stated) | i | -3.2 | 0.5 | 1.3 | 0.2 | -5.6 | 2.2 | -0.1 | -3.6
Cc1ccc(NC(=O)c2sc3nc(CCl)[nH]c(=O)c3c2C)c(C)c1 | i | -3.2 | -9.8 | 0.3 | 2.0 | 0.2 | -3.2 | -3.0 | 5.9
CCN(CCn1cccn1)C(=O)C1CCC(=O)N(CCc2cccc(F)c2)C1 (configuration not stated) | i | -0.4 | 0.1 | 1.1 | -0.2 | -3.7 | -6.9 | 3.0 | -1.3
COc1ccc(NC(=O)CCNS(=O)(=O)c2ccc3c(c2)CCC(=O)N3)cc1 | i | 0.3 | -6.8 | 1.7 | 0.5 | -3.1 | -12.0 | 6.2 | -2.4
CCOC(=O)Cc1cc(=O)n2[nH]c(-c3ccccc3)c(-c3ccccc3)c2n1 | i | -2.1 | 7.8 | 2.6 | 20.3 | 0.1 | -33.2 | -1.7 | 4.1
COc1ccc(Nc2cc(C(=O)NCCCN3CCOCC3)c3ccccc3n2)cc1 | i | -3.8 | 6.9 | 1.1 | -2.6 | -2.7 | 4.4 | -2.0 | -0.8
CCn1nnnc1SCC(=O)N(C)C1CCS(=O)(=O)C1 (configuration not stated) | i | -2.3 | 8.0 | -0.3 | -2.5 | -10.3 | -1.6 | 0.6 | -0.6
O=C(NCCc1ccccn1)C1CCCN1S(=O)(=O)c1ccc(Cl)cc1 (configuration not stated) | i | -6.3 | 1.1 | -1.0 | -1.7 | -6.5 | -0.8 | 5.4 | -3.9
CCCCCCCCCC(=O)Nn1cnc2ccccc2c1=O | i | -3.2 | -2.6 | 1.7 | -5.7 | 11.4 | 4.8 | -3.0 | -0.8
CCN(CC)C(=O)CSc1nnc(-c2ccc(S(=O)(=O)N3CCCC3)cc2)o1 | i | -1.1 | 2.3 | 0.9 | 2.7 | -4.5 | 1.3 | -2.5 | -2.4
CCc1cc2c(Nc3ccc(O)cc3)nc(C)nc2s1 | i | -2.4 | -3.7 | 0.3 | 4.3 | -0.7 | 7.1 | 0.7 | 2.8
COc1ccc(C(=O)Nc2cc(OC)c(NC(=O)c3ccco3)cc2OC)cc1 | i | -3.2 | -12.7 | 2.0 | 13.5 | 6.2 | -0.8 | -4.4 | -0.3
C/C(=N\NC(=O)c1nn(C)cc1Br)c1cccc(NC(=O)C2CCCC2)c1 | i | -6.1 | -2.2 | -0.4 | 18.6 | -5.8 | 8.6 | -3.0 | 2.9
CC(=O)c1cccc(N(CC(=O)Nc2cccnc2)S(C)(=O)=O)c1 | i | 2.2 | -3.4 | 0.0 | -0.8 | -3.8 | 17.7 | 5.5 | -1.4
CC(C)CCN(C)C1CCN(S(=O)(=O)c2cccc(C(F)(F)F)c2)CC1 | i | -5.0 | 12.3 | . | 3.2 | -11.7 | -0.1 | -3.2 | -0.8
O=C(C(=O)c1ccc(O)cc1)c1ccccc1 | i | -6.3 | 11.1 | 2.4 | -0.6 | -2.9 | -11.7 | 3.8 | 0.4
COc1ccc(OC)c(S(=O)(=O)NC(C)c2cnn(-c3ccccn3)c2C)c1 (configuration not stated) | i | -2.9 | -7.0 | -0.2 | -5.2 | -2.9 | -8.1 | -0.4 | -1.5
